hcGAS inh: Primary biochemical luminescence assay for human cyclic GMP-AMP synthase inhibitors; recombinant h-cGAS, ATP depletion, Kinase-Glo luminescence; inhibition, % at 12.5 µM; 290,000 compounds, 0.081% hits; AID 1259398, 2018;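 further: 0% = vehicle reaction and 100% = reaction without DNA for no activity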
Target sequence (Q8N884 whole entry, looked up): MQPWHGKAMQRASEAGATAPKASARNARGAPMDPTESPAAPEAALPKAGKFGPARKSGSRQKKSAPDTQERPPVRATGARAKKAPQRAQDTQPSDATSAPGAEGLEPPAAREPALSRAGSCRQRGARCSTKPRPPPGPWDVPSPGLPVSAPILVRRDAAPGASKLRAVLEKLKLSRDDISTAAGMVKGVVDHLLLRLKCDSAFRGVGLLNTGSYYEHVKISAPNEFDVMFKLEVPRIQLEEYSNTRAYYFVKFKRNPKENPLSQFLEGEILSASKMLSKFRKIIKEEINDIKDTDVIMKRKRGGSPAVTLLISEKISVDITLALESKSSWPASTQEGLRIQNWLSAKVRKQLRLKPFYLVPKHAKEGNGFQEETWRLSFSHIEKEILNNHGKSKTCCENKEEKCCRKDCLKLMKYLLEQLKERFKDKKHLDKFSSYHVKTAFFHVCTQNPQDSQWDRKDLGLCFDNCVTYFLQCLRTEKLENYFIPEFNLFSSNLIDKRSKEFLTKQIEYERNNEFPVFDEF
mcGAS lum: cyclic GMP-AMP synthase inhibitors, mouse, primary biochemical chemiluminescence | 160,000 compounds, 0.15% hits | Q8C6L5 | inhibition, % at 12.5 µM | recombinant cGAS, Kinase-Glo ATP depletion luminescence | AID 1259399, 2018;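 further: 0% = negative control wells and 100% = reference inhibitor with no enzyme activity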
NPYLR7 ag: agonists of mosquito NPYLR7 receptor, primary screen, cell-based, Aedes aegypti, calcium fluorescence, mosquito biting behavior; HEK293T NPYLR7/Galpha15, GCaMP6s calcium fluorescence; activation, % at 10 µM; 270,000 compounds, 0.15% hits; AID 1259423, 2018; in the data active means activation above about 40%;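 further: 0% = vehicle and 100% = reference agonist at the receptor; some compounds past the cut are filed as inactive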
The depositor's hits bear a star; · = not tested or not shown. Unless noted, no stated cut-off is given here; in the data, active means inhibition above about 40%; inactive means the rest.

SMILES | hcGAS inh | mcGAS lum | NPYLR7 ag
Cc1cc(C(=O)NC2CCN(Cc3ccn(C)c(=O)c3)CC2)no1 | -6 | -15 | -5
CN(C)c1ccc(C(=O)NC(c2ccccc2)c2ccccn2)cc1F (stereo not drawn) | -9 | -16 | 21
Nc1nc(-c2cc(F)ccc2F)cs1 | -11 | · | 15
Nc1n[nH]c(-c2ccc(Cl)s2)c1-c1ccc2c(c1)OCO2 | 1 | · | 0
Cc1ccc(-n2ccc3nc(N4CCOCC4)ncc3c2=O)cc1 | -6 | · | 6
CCCc1cc(=O)n(CC(=O)NCCc2ccccc2)cn1 | -10 | · | 9
O=C(c1cn[nH]n1)N1CCOC(c2cc(F)c(Cl)cc2Cl)C1 (stereo not drawn) | -13 | · | 3
CC(C)(C)NC(=O)COC(=O)c1ccc(Br)o1 | -4 | · | -4
CCOC(=O)CCn1c(=O)c2c(nc3n(Cc4ccco4)c(C)cn23)n(C)c1=O | 1 | 2 | 2
Cc1ccoc1C(=O)N1CCc2c(nc(-c3ccncc3)nc2N(C)C)C1 | -4 | · | 3
COc1cccc(Cc2nsc(N3CCN(C(=O)Nc4cc(OC)cc(OC)c4)C(C)C3)n2)c1 (stereo not drawn) | -5 | 1 | -9
O=C(O)C1CC[C@@](C(=O)O)(c2ccccc2)c2ccccc21 (stereo partly drawn) | 0 | -4 | 1
CCN(CC)S(=O)(=O)c1cccc(C(=O)NN=C(C)c2cc3ccccc3o2)c1 | 2 | -1 | -8
O=C(CSc1nc(=O)n(CCCO)c2c1CCC2)Nc1ccc(F)c(F)c1 | 3 | 3 | -9
O=C(CN1CN(c2ccccc2)C2(CCN(C(=O)c3ccc(C(F)(F)F)cc3)CC2)C1=O)N1CCC(Cc2ccccc2)CC1 | 3 | 1 | -5
COc1ccc(-n2c(SCCCCC(=O)N3CCN(C(=O)CC(C)CC(C)(C)C)C(C)C3)nnc2-c2ccccc2)cc1 (stereo not drawn) | 2 | 2 | -9
COc1cccc(CN2CCCn3cccc3C2c2cccc([N+](=O)[O-])c2)c1OC (stereo not drawn) | -6 | -6 | -1
CCCCN(CC(=O)Nc1cc(-c2ccccc2)nn1-c1ccc(C)cc1)C(=O)Nc1cccc(C)c1 | -2 | 1 | 1
CN1CCC2(CCCN(C(=O)c3cc(=O)c4ccccc4[nH]3)CC2)CC1 | -7 | · | 8
Fc1cccc(-c2nc3ccccn3c2NCc2ccccc2)c1 | 1 | 0 | -2
Cc1ccc2nc(NC(=O)CSc3nc4c(c(=O)n3Cc3ccccc3)SCC4)sc2c1 | -5 | -8 | 5
COc1ccc(Cl)cc1CNC(=O)Nc1nccs1 | -16 | -9 | -1
O=C(NCc1cccnc1)c1ccccc1N1CCC(NC(=O)C2CCCCC2)CC1 | -8 | -6 | 15
CCOC(=O)Cc1c(C)nc2ncnn2c1N1CCN(C(=O)c2ccc3nonc3c2)CC1 | -2 | -5 | -1
COCCC1CCCCN1C(=O)c1cc(C2CC2)[nH]n1 (stereo not drawn) | -8 | · | 9
Cc1ccc(-c2nc(C=Nc3cccc(Cl)c3C)c(O)o2)cc1 | -9 | · | -4
O=c1[nH]c(SCc2cccnc2)nc2c1cnn2-c1cccc(Cl)c1 | -1 | -1 | ·
Cc1nn(C)c(C)c1C=Cc1ccc2ccccc2n1 | -6 | · | 7
O=C(c1cn(-c2ccccc2)nn1)N1CCNC(c2ccccc2)C1 (stereo not drawn) | -4 | · | -6
COCCN(CC(=O)N(CCc1c[nH]c2ccccc12)Cc1ccc(F)cc1)C(=O)Nc1cccc(C(F)(F)F)c1 | -8 | -3 | -4

A different layout for 6 compounds above.
Compound	hcGAS inh	mcGAS lum	NPYLR7 ag
O=C(NCc1cccnc1)c1ccccc1N1CCC(NC(=O)C2CCCCC2)CC1	-8	-6	15
O=c1[nH]c(SCc2cccnc2)nc2c1cnn2-c1cccc(Cl)c1	-1	-1	·
Cc1ccc2nc(NC(=O)CSc3nc4c(c(=O)n3Cc3ccccc3)SCC4)sc2c1	-5	-8	5
Fc1cccc(-c2nc3ccccn3c2NCc2ccccc2)c1	1	0	-2
Cc1ccc(-c2nc(C=Nc3cccc(Cl)c3C)c(O)o2)cc1	-9	·	-4
CCOC(=O)Cc1c(C)nc2ncnn2c1N1CCN(C(=O)c2ccc3nonc3c2)CC1	-2	-5	-1

The list goes on.
SMILES | hcGAS inh | mcGAS lum | NPYLR7 ag
O=c1oc(-c2ccccc2F)nc2ccccc12 | 9 | · | 4
O=c1[nH]ccc2c1nnc1ccnn12 | -7 | · | 6
CC(Oc1ccc(F)cc1)C(=O)OCc1cc(=O)n(C)c(=O)n1C (stereo not drawn) | 2 | · | 14
Cc1cc(OCc2ccc(C(=O)Nc3cccnc3Cl)o2)ccc1Cl | -2 | · | 6
CC(C)c1ccc(C2=NC(C)(CC(=O)NCc3cccc(O)c3)ON2C)cc1 (stereo not drawn) | -8 | · | 6
CC(C)(C)c1ccc(NC(=O)c2ccc(-n3nc(-c4ccc(Cl)c(Cl)c4)cc3N)cc2)cc1 | -9 | -4 | -1
C=CCNc1nc(C2(C)CC3(CC(C)(C)OC3=O)C(=O)O2)cs1 (stereo not drawn) | 1 | · | 1
CC(=O)Oc1c(-c2ccc(NC(=O)c3ccc(C(F)(F)F)cc3)cc2)c(-c2cccc(N(C)C)c2)nn1-c1cccc(C)c1 | -2 | -2 | 3
CN(C)C(=O)c1cccc(S(=O)(=O)Nc2ccc(F)cc2OCCO)c1 | -6 | -13 | 8
CC(=O)NCCNC(=O)CN1CCCC1c1c(C)nn(C)c1Cl (stereo not drawn) | -10 | · | -1
O=C1C(Cl)=C(N2CCOCC2)C(=O)c2ccc(S(=O)(=O)N3CCOCC3)cc21 | -2 | · | 1
O=C(Nc1ccccc1F)N1CCN(CC2CCCO2)CC1 (stereo not drawn) | -18 | -9 | 0
O=c1oc2ccc([N+](=O)[O-])cc2cc1-c1nnc(Nc2ccc(Oc3ccc4ccccc4c3Cl)c(Cl)c2)s1 | 2 | · | -5
Cc1nc2ccccn2c(=O)c1NC(=O)c1ccc(F)c(F)c1 | -5 | · | -6
Cc1c(N)c(-c2ccsc2)nn1C(=O)OC(C)(C)C | 4 | · | -1
CC1CCCCN1C(=O)c1ccc(Cl)c(S(=O)(=O)NCC2CCCO2)c1 (stereo not drawn) | 4 | · | 0
Cc1ccccc1Nc1oc2c(c1-c1ccc(Br)cc1)c(=O)n(C)c(=O)n2C | -5 | -7 | -1
CCc1cccc2c(C(CC(=O)NCCN(C)C)c3ccc(C)cc3)c[nH]c12 (stereo not drawn) | 3 | 0 | -7
Cc1cccc2sc(C(=O)NCC(F)(F)C(F)(F)F)c(Cl)c12 | -10 | -6 | -4
CC1=Nc2c(c(=O)n(C)c(=O)n2C)C(c2ccc([N+](=O)[O-])cc2)C1C(=O)OCC(C)C (stereo not drawn) | -6 | · | -5
CN(C)c1nc(Oc2ccc(OCc3ccccc3)nn2)nc(N(C)C)n1 | -8 | -6 | -1
CCCCCCNC(=O)CCN(CCCC)c1nc(Cc2ccc(C)cc2)ns1 | -1 | 1 | -3
CCC(CC)C(=O)N(Cc1cc(NC(=O)c2ccccc2Cl)ccc1N(C)C)C1CC1 | 0 | -4 | 4
COc1ccccc1NC(=O)c1nnn(CC(=O)Nc2cccc(C)c2)c1N | -4 | -6 | -8
CCc1ccc(/C=C/C(=O)N(C)CC(=O)NC(C)C)cc1 | -8 | · | -1
CC1(C)CCC(C)(C)c2cc(NC(=O)Nc3nc(COCCO)cs3)ccc21 | -5 | -5 | 14
CCOC(=O)c1nc2cc(C)c(C)cc2nc1N1CCN(C(=O)c2ccc(C(F)(F)F)cc2F)CC1 | -4 | -7 | 4
Cc1nc(N2CCN(c3ccccc3)CC2)nc2c1C(=O)CC(C)C2 (stereo not drawn) | 2 | · | 2
CC(C)c1n[nH]c2c1CN(Cc1cc3n(n1)CCNC3)CC2 | -8 | · | -2
C=Cc1ccc(CC2(C)C(=O)Nc3c(Cl)ccc(Cl)c32)cc1 (stereo not drawn) | -5 | · | 0

Compound profiles, from the list above. Order of screens: hcGAS inh, mcGAS lum, NPYLR7 ag
`CC(C)c1n[nH]c2c1CN(Cc1cc3n(n1)CCNC3)CC2` as listed: -8, ·, -2
`CN(C)c1nc(Oc2ccc(OCc3ccccc3)nn2)nc(N(C)C)n1` as listed: -8, -6, -1
`Cc1cccc2sc(C(=O)NCC(F)(F)C(F)(F)F)c(Cl)c12` as listed: -10, -6, -4
`Cc1ccccc1Nc1oc2c(c1-c1ccc(Br)cc1)c(=O)n(C)c(=O)n2C` as listed: -5, -7, -1

Further structures:
SMILES | hcGAS inh | mcGAS lum | NPYLR7 ag
CCc1sc(=O)n(Cc2nnc(C)o2)c1-c1ccccc1 | -4 | · | 0
Cc1cc(O)c(C(c2ccncc2)N2CCN(C)CC2)c(=O)n1Cc1ccccc1 (stereo not drawn) | -1 | · | 5
CCCCNC(=O)c1cc(-c2ccccc2)nc2cc(C(C)(C)C)nn12 | -9 | -8 | -1
COc1ccccc1NC(=O)N(CC(=O)N(CCc1c[nH]c2ccccc12)Cc1ccc(F)cc1)CC(C)C | -1 | 0 | 9
O=C(c1cc(=O)c2ccccc2o1)N1[C@H]2CCNC[C@@H]1CC2 | -4 | -16 | 2
CCCCC(=O)Nc1ccc(NC(=O)Cc2cnc[nH]2)cc1 | -2 | · | 24
Cc1cc([N+](=O)[O-])nn1CC(=O)Nc1cc(Oc2cccc(C(F)(F)F)c2)cc([N+](=O)[O-])c1 | -8 | -4 | 0
O=C(CCc1ccc(-c2ccccc2F)o1)N1CCN(C(=O)C2CC2)CC1 | -3 | · | 0
CCn1cc2nc(OC)c(CNC(=O)c3cc(C(C)C)no3)cc2c1O | -5 | · | 9
Cc1cn2c3c(=O)n(CCN4CCOCC4)c(=O)n(C)c3nc2n1C(C)C | -4 | · | -5
Cc1ccc(I)c(OCC(=O)Nc2ccc(C(=O)N(C)C)cc2)c1 | -4 | · | 4
CSCCC(=O)N1CCOC(CC2CCCCC2)C1 (stereo not drawn) | -2 | · | 4
Cc1ccc(F)c(Oc2cc(N3CCN(C(=O)Cc4ccccc4)CC3)ncn2)c1 | -2 | -3 | 4
C=CCc1ccccc1NC(C(=O)OCC)c1ccccc1 (stereo not drawn) | 5 | · | 3
Cc1cc(CN(C)C(C)C(=O)Nc2ncccn2)no1 (stereo not drawn) | 1 | 2 | -1
O=C(Nc1ccc(F)c(Cl)c1)c1ccc(NC(=O)C2CC2)cc1 | -6 | -6 | -1
CCN(CC)C(=O)Cn1cc(C(=O)N2CCC(c3cccc(Cl)c3)C2)nn1 (stereo not drawn) | -1 | · | 7
COc1ccc(Oc2cncnc2-c2ccc(OCc3ccccc3)cc2O)cc1 | -3 | -6 | -3
O=C(N[C@H]1CN[C@H](C(=O)NCCc2c[nH]c3ccccc23)C1)c1cccc(F)c1 | -5 | -16 | 2
CCOc1ccc(C(=O)N2CCN(c3ncccn3)CC2)cc1 | -3 | · | -2
Cc1ccc(C)c(N(C(C)C)S(=O)(=O)c2cn(C)c(C)n2)c1 | -7 | -13 | -8
Cc1ccc(C)c(-n2nc(C)cc2NC(=O)C2CC2C)c1 (stereo not drawn) | -9 | · | 4
CN1CCN(C(CNC(=O)CCc2ccccc2)c2ccsc2)CC1 (stereo not drawn) | -7 | -8 | 18
Cc1cc(C(=O)N(CCCN(C)C)c2nc3c(Cl)cccc3s2)no1 | -12 | -7 | 0
COC(=O)[C@H](CC(C)C)NC(=O)c1oc2c(F)cccc2c1C | -6 | · | -2
Cc1ccccc1NC(=O)c1ccc2nc(-c3ccccc3)c(-c3ccccc3)nc2c1 | -5 | · | -9
COc1cccc(Cc2nc3c(c(N4CCOCC4)n2)CN(C(=O)c2ccc(Cl)cc2Cl)CC3)c1 | -2 | -4 | ·
Cc1ccccc1CCN1CCC(CN(C(=O)c2noc3c2CCCC3)C2CCCC2)CC1 | -8 | -11 | 0
CNS(=O)(=O)c1ccc(NCc2cccc3cccnc23)nc1 | -9 | -14 | 5
C/C=C/COC(=O)C1=C(C)NC(=O)NC1c1ccccc1F (stereo not drawn) | 0 | · | 0
O=C(CC(c1cccc(F)c1)c1cn(Cc2ccccc2)c2ccc([N+](=O)[O-])cc12)NCCN1CCOCC1 (stereo not drawn) | 2 | 3 | ·
CNc1nc2cnc(Nc3cccc(N(C)C)c3)cc2n1-c1cccc(C(F)(F)F)c1 | -5 | -8 | 3
COCCN(CC(=O)Nc1cc(C(C)(C)C)nn1-c1ccc(Cl)c(Cl)c1)C(=O)c1ccc(F)cc1 | -11 | -5 | -3
CCOc1cc(C=C(C#N)C(=O)C(C)(C)C)ccc1OC | 1 | -1 | -2
CCc1cc(N(C)Cc2ccccc2)nc(SCc2ccc(C(=O)NCCc3ccccn3)o2)n1 | -1 | 0 | 5
COc1ccc(CNC(=O)Cn2nc([N+](=O)[O-])c(Br)c2C)cc1 | -3 | -7 | -3
Cc1c(=O)n(OCc2ccccc2Br)c2ccccc2[n+]1[O-] | -8 | · | -1
COCCN(Cc1cccc(OS(=O)(=O)c2cccc(C(F)(F)F)c2)c1)C(=O)c1cc(OC)cc(OC)c1 | -10 | -6 | ·
COc1ccccc1NC(=O)N(Cc1cccc(C(F)(F)F)c1)CC1CC(c2cccc(F)c2)=NO1 (stereo not drawn) | -5 | -4 | -6

Source: PubChem (Fisher Drug Discovery Resource Center)
